Source: PubChem BioAssay
LAP4 TOR yeast = modulators of LAP4-GFP expression in yeast, primary screen, S. cerevisiae, multiplex flow cytometry, MLPCN library | 3 h; median GFP as percent of DMSO wells | GFP response vs DMSO, % at 10 µM | 0.34% of 320,000 active;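 active = GFP response vs DMSO above a set limit, about the screen mean plus 3 SD, cut at about 150% in these data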
AHR act = AHR activators, primary screen, cell-based, luminescence, luciferase reporter, human. Aryl hydrocarbon receptor (Homo sapiens), P35869. AHR-responsive luciferase reporter cells. activation, % at 5 µM. 2.5% of 320,000 active. AID 2796, 2010; in the data active = activation above about 47%;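 note: 0% = vehicle wells and 100% = reference agonist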
Target sequence (P35869 whole entry, looked up): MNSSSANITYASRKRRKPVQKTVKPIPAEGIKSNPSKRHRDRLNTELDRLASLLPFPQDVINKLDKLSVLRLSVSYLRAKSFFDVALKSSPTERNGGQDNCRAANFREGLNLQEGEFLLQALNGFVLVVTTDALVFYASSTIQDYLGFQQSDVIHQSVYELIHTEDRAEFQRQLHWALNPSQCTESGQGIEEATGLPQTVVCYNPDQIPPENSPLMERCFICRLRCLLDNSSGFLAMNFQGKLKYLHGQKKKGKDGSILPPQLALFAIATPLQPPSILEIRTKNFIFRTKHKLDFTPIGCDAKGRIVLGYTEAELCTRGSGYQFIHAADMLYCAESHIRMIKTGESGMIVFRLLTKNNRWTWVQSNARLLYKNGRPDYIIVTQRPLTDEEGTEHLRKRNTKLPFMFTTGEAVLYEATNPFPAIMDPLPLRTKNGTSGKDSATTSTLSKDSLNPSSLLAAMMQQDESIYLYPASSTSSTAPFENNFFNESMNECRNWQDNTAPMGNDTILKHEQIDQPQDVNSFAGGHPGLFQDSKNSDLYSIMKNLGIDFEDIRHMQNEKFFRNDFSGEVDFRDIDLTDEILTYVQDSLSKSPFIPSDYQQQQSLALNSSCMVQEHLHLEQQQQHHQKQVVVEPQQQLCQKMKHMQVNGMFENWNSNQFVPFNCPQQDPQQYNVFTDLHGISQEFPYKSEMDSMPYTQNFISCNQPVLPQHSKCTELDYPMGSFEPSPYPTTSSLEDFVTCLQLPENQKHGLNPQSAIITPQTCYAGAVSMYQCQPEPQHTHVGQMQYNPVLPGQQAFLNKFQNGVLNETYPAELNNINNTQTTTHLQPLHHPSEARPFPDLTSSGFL
ZTA DNA inh = blocks Epstein-Barr virus ZTA, an EBNA-1 counter-screen; ZTA-DNA binding, fluorescence polarization; 0.15% of 320,000 active; inhibition, % at 11 µM; P03206; in the data active = inhibition above about 33%
EBNA-1 inhibitor = EBNA-1 DNA-binding inhibitors, primary screen, biochemical, fluorescence polarization; inhibition, % at 14.8 µM; 0.34% of 300,000 active; AID 1950, 2009; in the data active = inhibition above about 28%
procasp3 activ = activators of human procaspase-3 D3A mutant, primary screen, biochemical, absorbance, PC-3 D3A mutant, single concentration | Caspase-3 (Homo sapiens), P42574 | 0.11% of 330,000 active | recombinant procaspase-3 D3A, Ac-DEVD-pNA absorbance 405 nm | activation, % at 8.5 µM;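 active = activation above the mean of all tested compounds plus 3 SD, cut at about 21% in these data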;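 note: 0% = DMSO alone and 100% = DMSO wells spiked with extra 5 µM PC-3 D3A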
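Technique: 405 nm absorbance of p-nitroaniline, reads at 0 and 120 min; Test system: Procaspase-3 D3A mutant; Incubation: 1 h enzyme-compound preincubation, then 2 h substrate reaction, 25 °C; Repeats: singlicate, each compound tested once; Benchmarks: low control DMSO wells, high control DMSO plus 5 µM PC-3 D3A.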
RPL19A-GFP yeast = RPL19A-GFP expression modulators in yeast, primary screen, cell-based, S. cerevisiae, multiplex flow cytometry, MLPCN. S. cerevisiae RPL19A-GFP strain, 3 h; active compounds read low. percent response vs DMSO, % at 10 µM. 0.3% of 330,000 active. AID 2025, 2009;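 active = percent response vs DMSO below 50%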;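 note: median channel GFP fluorescence of the barcoded RPL19A-GFP strain; ratio of sample median GFP to plate DMSO average so 100% = DMSO; lower means less RPL19A-GFP as with rapamycin TOR inhibition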
procasp7 counter = procaspase-7 activators, primary screen, counter-screen for procaspase-3 activator project, biochemical, absorbance, HTS, human; Caspase-7 (Homo sapiens), P55210; recombinant procaspase-7, Ac-DEVD-pNA absorbance 405 nm; D23A/D198A/D206A triple mutant, cannot self-cleave; scale: DMSO 0, 5 µM enzyme 100; activation, % at 8.5 µM; 0.093% of 330,000 active; AID 463210, 2010;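 active = percent activation above the screen-wide mean plus 3 SD, cut at about 25% in these data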
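Detection: p-Nitroaniline absorbance at 405 nm, read at 0 and 120 min; system: Uncleavable procaspase-7 mutant enzyme; evaluation: % activation from two-timepoint absorbance difference, scaled to controls; times: 1 h enzyme–compound preincubation and 2 h substrate reaction, both 25 °C; buffer or medium: Zinc-free HEPES pH 7.4 with 300 mM NaCl, 0.01% Triton X-100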
MEP2-GFP yeast = modulators of MEP2-GFP levels in yeast, primary screen, S. cerevisiae, multiplex flow cytometry, MLPCN library; S. cerevisiae MEP2-GFP strain, 3 h; 100% = DMSO control level; GFP response vs DMSO, % at 10 µM; 0.51% of 330,000 active; AID 2016, 2009;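 active = GFP response versus DMSO above a set limit, roughly screen mean plus 3 SD, cut at about 180% in these data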;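 note: median GFP fluorescence of the barcode-gated MEP2-GFP cells per well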
* hit, by the source's call; . = not tested or not shown; [ ] = dose if it differs, or a comment.

SMILES,LAP4 TOR yeast,AHR act,ZTA DNA inh,EBNA-1 inhibitor,procasp3 activ,RPL19A-GFP yeast,procasp7 counter,MEP2-GFP yeast
O=C1CCC[C@H]2c3[nH]c4ccccc4c3CCN12,107,16,-13,1,9,101,2,104
O=C1CSC(c2ccccc2F)N1CCN1CCCCC1 (stereo unspecified),102,-1,-9,-8,5,99,12,114
Cc1cccc(CN2CCc3c([nH]c4ccccc34)C2CC(C)C)n1 (stereo unspecified),95,12,1,7,-2,109,-10,107
CCCn1c(N)c(C(=O)COC(=O)c2c(C)noc2C)c(=O)n(C)c1=O,99,0,-20,8,-1,96,-4,98
Cc1ccccc1NC(=O)C1CCCN(S(=O)(=O)c2ccc3c(c2)C(C)(C)C(=O)N3C)C1 (stereo unspecified),110,0,11,-4,-2,102,-2,117
COc1ccc(C(C(=O)NC2CCCCC2)N(C(=O)CCl)c2ccccc2Cl)cc1 (stereo unspecified),93,0,-2,5,4,101,-7,92
Cc1c(Cl)cccc1N/C(=N/S(=O)(=O)c1cccs1)c1ccccc1,118,3,0,-2,2,106,5,114
CCc1cccc(C)c1NC(=O)COC(=O)CC1CCCC1,97,-1,-21,-2,-1,99,8,107
CN(C)c1ccc(/C=N/NC(=O)c2ccc(CN3C(=O)c4cccc5cccc3c45)cc2)cc1,98,15,3,-8,-3,101,-12,105
CC1(S(=O)(=O)O)CC(=O)c2ccccc2C1=O (stereo unspecified),105,2,-14,-10,4,104,3,96
CCOC(=O)c1c(NC(=O)C2C3C=CC(C3)C2C(=O)O)sc2c1CC(C)(C)OC2 (stereo unspecified),93,1,2,6,5,93,2,99
CCOC(=O)c1sc(N)nc1C(C)(C)C,93,1,7,1,-5,92,1,95
CC(=O)N1CCN(C(=O)C2(NC(=O)Nc3ccc(C)cc3)CCCCC2)CC1,105,4,-10,-2,7,100,8,98
CN(CC(=O)N1CCCCC1)S(=O)(=O)c1ccc(Cl)cc1,104,0,-4,7,2,106,6,105
C=CCNC(=O)c1c(N)n(-c2ccc3c(c2)OCO3)c2nc3ccccc3nc12,101,3,2,5,8,96,10,111
CCOC(=O)CN(C(=O)COc1nc(-c2ccccc2)cc(C)c1C#N)c1ccccc1C,109,0,4,4,-10,99,0,93
Cc1ccc(/C(=N\O)c2oc3c(C)c4oc(=O)cc(C)c4cc3c2C)cc1,112,0,-6,12,1,99,9,112
Brc1ccccc1-c1nnc(CSc2nnc3sc4ccccc4n23)o1,97,12,12,-3,1,95,-4,97
Cc1c(Cl)cccc1N1C(=O)CC(NNC(=O)c2cccnc2)C1=O (stereo unspecified),96,2,5,-5,-9,99,10,101
COc1ccc(N2CC(C(=O)NCCN3C(=O)S/C(=C\c4cccnc4)C3=O)CC2=O)c(OC)c1 (stereo unspecified),101,0,-17,6,-15,101,-17,105
COc1ccc2c(Cl)c(C(=O)NCCc3ccc(S(N)(=O)=O)cc3)sc2c1,100,-2,-1,-9,4,105,-2,113
CCS(=O)(=O)N1CCCC(C(=O)Oc2ccc(Br)cc2)C1 (stereo unspecified),95,2,9,1,-5,102,-1,98
COn1c(SC2CCCCC2)nc2ccccc2c1=O,99,3,7,7,-1,106,-8,103
COc1ccc(/C(C)=N/NC(=O)CNC(=O)C2COc3ccccc3O2)c(OC)c1 (stereo unspecified),108,1,-5,-2,-12,96,4,95
O=C(NCc1ccco1)c1cc(-c2cccc(Cl)c2)on1,99,-6,-10,10,-1,98,5,98
O=C1CC(c2cccc(Cl)c2)CC(O)=C1C=Nc1ccccc1 (stereo unspecified),104,6,-5,2,10,107,-1,132
O=C1ON=C(c2ccccc2)/C1=C/c1ccccc1,103,0,-10,-10,6,97,-5,107
COc1ccc(-c2[nH]ncc2N=Nc2ccccc2)cc1,151*,13,6,-12,-1,101,-14,104
O=C(CSc1ccc2nnc(-c3cccnc3)n2n1)Nc1ccc(F)cc1F,75,9,-14,-4,-3,106,-11,112
N#CC1=C(N)N(c2ccccc2C#N)C2=C(C(=O)CCC2)C1c1ccsc1 (stereo unspecified),89,47,-18,-13,-1,97,-2,94
NS(=O)(=O)c1ccc(NC(=S)NCc2cccc(Cl)c2)cc1,99,-1,6,-4,9,99,-1,103
O=C(NC(c1ccccc1)c1ccccn1)c1cccc([N+](=O)[O-])c1 (stereo unspecified),100,2,8,2,3,104,8,104
O=C1CCCN2N=C(SCC(=O)Nc3ccc(OC(F)(F)F)cc3)SC2=N1,96,3,-11,-4,-9,103,10,103
CC(c1ccc(F)cc1)n1cc(C(=O)NCCN(C)C)nn1 (stereo unspecified),94,-2,11,-4,-2,100,3,100
O=C(NC1CCN(Cc2ccc(Cl)c(Cl)c2)CC1)c1ccccc1,95,4,-5,-7,5,103,6,102
O=S(=O)(c1cnc(Cl)c(Br)c1)N1CCN(c2ncccn2)CC1,107,0,-13,-3,5,109,-5,106
COC(=O)c1ccc(COc2ccc(/C=N/Nc3nc(C)cc(=O)[nH]3)cc2)cc1,107,9,-9,-1,-3,100,-8,99
CN(CC(=O)O)S(=O)(=O)c1cccs1,100,1,-3,-14,0,96,-6,101
CCN(CC)CCNC(=O)c1ccc(NC(=O)COc2ccccc2F)cc1,97,-2,5,8,12,112,13,106
Cc1cc(Cl)c2oc(C(=O)N3CCC(O)(c4ccccc4)CC3)c(C)c2c1,86,2,-4,5,-1,104,0,97
Cc1nn(C)c(C)c1S(=O)(=O)N(CC(=O)N1CCc2ccccc2C1)c1ccc(C(C)C)cc1,104,0,-32,-9,5,96,-8,102
CCCCOC(=O)C1=C(C)NC(=O)NC1c1cc2c(cc1Br)OCO2 (stereo unspecified),96,0,-1,-4,6,101,5,105
CCN1CCN(CCCNC(=O)c2ccc3c(c2)NC(=O)/C(=C\c2cccc(C)c2)S3)CC1,121,-4,-6,8,-1,95,4,106
COc1ccc(C(O)P(=O)(OC(C)C)c2ccc(N(C)C)cc2)c(OC)c1 (stereo unspecified),82,-1,12,6,7,102,-7,104
c1nc2n(n1)C1=C(CCCC1)C1(CCCCC1)N2,106,2,1,-2,-2,100,1,107
CCCN(CCC)CCCNC(=O)c1cc2c(-c3ccc(OC)c(OC)c3)nn(C)c2s1,105,1,-1,1,1,98,4,107
COc1ccc(S(=O)(=O)N2CCOCC2)cc1NC(=O)CSc1ccc(F)cc1,100,0,-8,.,4,96,1,99
O=C(CCN1C(=O)C2CCCCC2C1=O)Nc1ccc(OC(F)F)cc1 (stereo unspecified),102,-4,-5,0,17,101,4,101

Record cards, as listed above. Screens in order: LAP4 TOR yeast, AHR act, ZTA DNA inh, EBNA-1 inhibitor, procasp3 activ, RPL19A-GFP yeast, procasp7 counter, MEP2-GFP yeast
c1nc2n(n1)C1=C(CCCC1)C1(CCCCC1)N2 across the screens: 106, 2, 1, -2, -2, 100, 1, 107
O=S(=O)(c1cnc(Cl)c(Br)c1)N1CCN(c2ncccn2)CC1 across the screens: 107, 0, -13, -3, 5, 109, -5, 106
CCOC(=O)c1c(NC(=O)C2C3C=CC(C3)C2C(=O)O)sc2c1CC(C)(C)OC2 (stereo unspecified) across the screens: 93, 1, 2, 6, 5, 93, 2, 99
CCc1cccc(C)c1NC(=O)COC(=O)CC1CCCC1 across the screens: 97, -1, -21, -2, -1, 99, 8, 107

Continuation:
SMILES,LAP4 TOR yeast,AHR act,ZTA DNA inh,EBNA-1 inhibitor,procasp3 activ,RPL19A-GFP yeast,procasp7 counter,MEP2-GFP yeast
COc1ccc(CCN2C(=O)CCC2(C)C(=O)NC2CCCC2)cc1OC (stereo unspecified),101,1,4,-1,-4,99,3,105
CCc1ccc(N2CC(C)Cn3c2nc2c3c(=O)n(CCN3CCOCC3)c(=O)n2C)cc1 (stereo unspecified),96,-1,-3,-8,-1,96,9,101
COCCn1c(-c2ccc(F)cc2)nc2oc3cc(OC)ccc3c(=O)c2c1=O,107,18,-3,-6,-2,97,11,92
Cc1cc(C(=O)CN2C(=O)NC(CC(C)C)C2=O)c(C)n1-c1ccccc1F (stereo unspecified),97,12,10,-1,0,98,1,93
COC(=O)CCCC(=O)N1CCC(n2nccc2NC(=O)CCOc2ccccc2)CC1,97,0,-15,-9,9,105,1,89
O=C(NCCCn1ccnc1)c1ccccc1Cl,95,4,-1,2,6,101,11,101
CN(C)C(CNC(=O)CNC(=O)c1ccc(Br)cc1)c1ccccc1 (stereo unspecified),106,2,1,0,4,114,-1,106
CN(C(=O)C1CCOC1)c1nnc(-c2ccncc2)s1 (stereo unspecified),91,6,-7,-2,-11,98,2,101
CCOc1ccc(C(=O)C(C)OC(=O)Cn2[nH]c(=O)c3ccccc3c2=O)cc1 (stereo unspecified),96,10,-5,-4,-6,98,4,93
CC(c1ccccc1)N1CCC(CNC(=S)Nc2cccc(Cl)c2)C1 (stereo unspecified),102,2,-18,-9,5,98,-7,94
CC(Sc1nnc(-c2ccccc2F)n1C)C(=O)NC1CCCCC1 (stereo unspecified),98,4,-11,.,5,96,-17,96
COc1cc(C2C(C(=O)c3ccco3)=C(O)C(=O)N2Cc2ccccc2)ccc1O (stereo unspecified),92,1,-4,3,7,106,-9,104
O=C(NCc1ccncc1)C1=NN(c2ccccc2)C(=O)CC1,92,2,-5,-15,-4,96,2,100
O=C1c2oc3ccc(F)cc3c(=O)c2C(c2ccccc2)N1CC1CCCO1 (stereo unspecified),98,-1,4,0,-2,94,3,96
Cc1cc(C)c(S(=O)(=O)N2CCN(C(=O)C(C)Cn3cncn3)CC2)c(C)c1 (stereo unspecified),108,-1,-11,2,-3,104,2,110
COC(=O)Cn1c(=NC(=O)c2cc(-c3cccs3)nc3ccccc23)sc2cc(S(N)(=O)=O)ccc21,84[may fluoresce violet],0,-9,16,78*,69[may fluoresce violet],2,110[may fluoresce violet]
CC1CCN(C(=S)c2ccccc2O)CC1,98,16,2,-3,-6,97,-12,104
N#CC1=C(N)OC2=C(C(=O)CCC2)[C@]12C(=O)N(CC(N)=O)c1ccccc12,104,1,9,2,0,97,-3,101
COc1ccc(-c2c(C)n([O-])c(C)c(C)[n+]2=O)cc1OC,104,-3,4,-3,-9,104,-2,109
O=C(CNS(=O)(=O)c1ccc(Br)cc1)N1CCOCC1,104,1,18,-3,1,106,0,111
Cc1cc(=O)oc2cc(OCC(=O)OCC(=O)N3CCc4ccccc43)ccc12,89,8,4,-5,-4,88,12,93
CCCC(O)(CCC)C(=O)NNc1ccccc1,105,3,-5,-4,4,102,-2,107
C/C(=N\OCC(=O)NC(C)C)c1cccs1,106,-1,-14,-4,3,93,-2,96
CC1(C)CC(=O)C2=C(C1)NC(=O)NC2c1ccc(Cl)cc1 (stereo unspecified),89,-2,-7,-7,-3,101,-2,105

Compounds as they come; overall some 3.8% were active at least once.
